ABCB6 inh 2 – human ABCB6 transporter inhibition | Q9NP58 | K562-ABCB6 porphyrin accumulation, flow cytometry, 1 h; active compounds read low | fluorescence ratio to DMSO, % at 10 µM | 0.19% of 360,000 active | AID 602162;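 active = fluorescence ratio to DMSO below 75%, the collection mean minus 3 SD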;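 also: signal is porphyrin accumulated inside mitochondria; 100% equals median channel fluorescence of DMSO control wells; lower ratio means ABCB6 inhibition with less porphyrin fluorescence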
N-glyco inh – N-linked glycosylation inhibition | 0.23% of 360,000 active | reporter increase, % at 12.5 µM | D54 ERlucT glycosylation luciferase reporter, 24 h; percent of 100 nM tunicamycin response | AID 588692;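 active = mean luciferase reporter signal, scaled so untreated is 0 and the glycosylation-blocking control 100, at or above a set limit in every replicate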;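 also: luciferase carries N-glycosylation sites so blocking glycosylation raises the light; 0% = median of neutral control wells and 100% = median of 100 nM tunicamycin wells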
PDI inh – inhibitors of human protein disulfide isomerase | 0.052% of 350,000 active | inhibition, % at 10 µM | PDI insulin aggregation turbidity, A650, 90 min | P07237;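 active = mean inhibition across replicates of 30% or more, whatever share of single replicates reach that level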;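 also: absorbance from insulin aggregation driven by PDI reduction with DTT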
aDG glyco up – alpha-DG glycosylation activation; Pro5-aDG cells, alpha-DG glycosylation AlphaScreen (IIH6); 0% Pro5, 100% B10-LARGE cell signal; activation, % at 10 µM; 0.22% of 360,000 active; AID 624168;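 active = activation of at least 8% versus controls, or a plate z-score of at least 8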;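 also: Pro5 are CHO cells carrying HIG-tagged alpha-DG that lacks glycosylation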
MC4R antagonist – antagonists of human melanocortin 4 receptor (MC4R); P32245; MC4R-expressing cells, MTII-stimulated cAMP, LANCE TR-FRET; inhibition, % at 6.5 µM; 0.48% of 360,000 active;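 active = inhibition above its plate's cutoff, the mean of tested wells on that plate plus 3 SD, cut at about 29% in these data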;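 also: 0% = Melanotan II alone and 100% = Melanotan II plus saturating MCL0020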
Target sequence (P32245 whole entry, looked up): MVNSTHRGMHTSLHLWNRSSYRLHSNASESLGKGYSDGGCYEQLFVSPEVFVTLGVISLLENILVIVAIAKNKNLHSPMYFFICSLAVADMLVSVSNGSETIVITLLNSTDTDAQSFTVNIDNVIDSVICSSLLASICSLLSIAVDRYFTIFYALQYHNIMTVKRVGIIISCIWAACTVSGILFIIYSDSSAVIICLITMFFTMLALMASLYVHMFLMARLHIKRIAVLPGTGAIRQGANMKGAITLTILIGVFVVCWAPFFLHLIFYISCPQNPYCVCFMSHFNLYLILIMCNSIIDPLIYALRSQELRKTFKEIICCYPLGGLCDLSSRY
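System – human MC4R-expressing U2OS cells · Also added – Melanotan II · Dosing – one concentration, 6.5 µM nominal · Timing – 30-min compound, 1-h challenge, 1-h detection, room temperature · Measured by – Eu-cAMP/anti-cAMP TR-FRET, emission 671 nm · Replicates – singlicate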
Vif imaging – inhibitors of HIV Vif | inhibition, % at 7.49 µM | 0.35% of 340,000 active | HEK293T cells, Vif self-association by quenched fluorescence, imaging, 24 h | AID 602346; in the data active = inhibition above about 50%, passing the limit was not always enough; also: some results filed as inactive read as strong as hits
CaV13 FRET inh – Disruptors of the CACNA1D IQ motif to Ca2+-dependent inactivation inhibitor domain association, primary screening, Förster resonance energy transfer in intact living … | 0.098% of 340,000 active | inhibition, % at 12.3 µM | HEK cells, CFP/YFP FRET ICDI-IQ, plate reader, 10 min; percent FRET-ratio fall versus neutral wells;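 active = mean replicate inhibition of at least 30% and at least 1% of replicates passing that level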;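 also: 0% = median of the neutral control wells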
HTR2A ag – agonists of mouse serotonin 5-HT2A receptor (HTR2A); CHO-K1 mHTR2A beta-arrestin complementation, luminescence; percent of 30 µM serotonin response; activation, % at 7.6 µM; 0.66% of 360,000 active; AID 624169;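 active = activation above a run cutoff, the mean activation of all tested compounds plus 3 SD, cut at about 14% in these data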;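 also: 0% = plate median of compound wells and 100% = 30 µM serotonin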
Target sequence (P35363 whole entry, looked up): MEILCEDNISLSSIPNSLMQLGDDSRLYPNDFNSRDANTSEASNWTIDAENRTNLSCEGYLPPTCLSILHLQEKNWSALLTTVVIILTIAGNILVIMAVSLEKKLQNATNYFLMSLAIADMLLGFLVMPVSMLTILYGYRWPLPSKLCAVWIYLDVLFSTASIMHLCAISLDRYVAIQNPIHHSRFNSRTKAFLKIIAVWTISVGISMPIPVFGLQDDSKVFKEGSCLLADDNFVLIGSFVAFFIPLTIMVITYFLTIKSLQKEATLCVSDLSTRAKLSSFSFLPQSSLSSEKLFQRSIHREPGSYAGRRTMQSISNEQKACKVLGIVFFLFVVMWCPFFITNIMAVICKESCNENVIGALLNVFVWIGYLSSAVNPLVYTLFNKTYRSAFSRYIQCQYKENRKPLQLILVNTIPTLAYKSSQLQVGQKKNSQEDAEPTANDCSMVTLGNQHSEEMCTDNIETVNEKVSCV
H9c2 protect – modulators protecting cardiomyocytes from myocardial damage; H9c2 cardiomyocytes, H2O2 injury protection, ATPLite, 2 h; protection from H2O2 cell death, % at 20 µM; 0.63% of 360,000 active; AID 588492;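 active = compounds giving at least 50% protection of heart cells from peroxide-induced death in the single-dose screen, raw or plate-pattern-corrected value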;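 also: 0% = DMSO wells with peroxide and 100% = DMSO wells without peroxide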
MC4R barr agon – human MC4R agonism via beta-arrestin; U2OS MC4R beta-arrestin complementation, luminescence; percent of melanotan II response, DMSO zero; activation, % at 8.9 µM; 0.98% of 360,000 active;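 active = activation above a per-plate cutoff, the mean activation of sample wells on that plate plus 3 SD, cut at about 8% in these data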
An asterisk follows results filed as active; . = not tested or not shown.

1) O=C(CCS(=O)(=O)c1cccc2nsnc12)NC1CCCCCC1
2) Cn1c(=O)cc(SCC(=O)N2CCCC2)c2ccccc21
3) CC(=O)c1ccc(NS(=O)(=O)c2cc(-c3cnc(C4CC4)o3)ccc2C)cc1
4) O=C(CSc1ncccc1-c1nc2ccccc2[nH]1)N1CCCCC1
5) CC(C)c1c(O)nc(SCCN(C)C)[nH]c1=O
6) CC1CCC(NC(=S)NCCN(C)C)CC1 (centres undefined)

Assay by compound	1	2	3	4	5	6
ABCB6 inh 2	99	95	102	107	98	98
N-glyco inh	0	5	2	-3	2	-1
PDI inh	3	-14	1	6	7	2
aDG glyco up	0.1	0.0	0.5	0.7	-0.1	0.1
MC4R antagonist	-1	6	4	12	3	15
Vif imaging	-2	-4	0	-2	-3	-11
CaV13 FRET inh	-4	.	-2	-7	-6	-2
HTR2A ag	3	-1	-5	-3	0	-4
H9c2 protect	4	-2	-2	3	3	-6
MC4R barr agon	-1.3	-0.8	-1.9	-1.7	-1.6	-1.3

7) COc1c(Cl)ccc(Cl)c1C(=O)OCC(=O)O
8) CCOC(=O)c1c(N)sc(C(=O)Nc2ccc3c(c2)OCO3)c1C
9) Cc1ccc2nc(-c3ccncc3)cc(C(=O)Nc3ccc4c(c3)OCCO4)c2c1
10) Cc1ccc(C)c(OCCn2ccnc2)c1
11) CCOC(=O)c1c(-c2ccc(Cl)cc2)cn2ccccc12
12) Cc1ccc(C2C=C(c3ccccc3)Nc3nc(N4C(=O)CCC4=O)nn32)cc1 (centres undefined)

Assay by compound	7	8	9	10	11	12
ABCB6 inh 2	91	100	97	95	100	100
N-glyco inh	3	-17	0	1	0	3
PDI inh	2	0	4	2	-6	-2
aDG glyco up	0.2	0.1	-0.3	-0.1	-0.1	-0.2
MC4R antagonist	-1	6	1	-7	-1	1
Vif imaging	1	.	1	-5	2	-7
CaV13 FRET inh	-7	-5	6	.	-2	-12
HTR2A ag	4	4	-6	2	-2	1
H9c2 protect	-7	-26	2	0	-14	3
MC4R barr agon	3.1	1.0	5.0	-0.6	4.4	-0.4

Two compounds from above, limited to HTR2A ag and MC4R antagonist:
No.	mol	HTR2A ag	MC4R antagonist
4	O=C(CSc1ncccc1-c1nc2ccccc2[nH]1)N1CCCCC1	-3	12
5	CC(C)c1c(O)nc(SCCN(C)C)[nH]c1=O	0	3

(next part)
13) C[C@]12c3[nH]c4ccccc4c3CCN1C(=O)C(CC(=O)NCCN1CCOCC1)C[C@@H]2C(=O)N1CCCCC1 (some centres undefined)
14) C/C=C/C1=CC(=O)C[C@H](c2ccc(OC)c(OC)c2)C1
15) Cc1ccc(-c2nnc(SCC(=O)NCC3CCCO3)nc2-c2ccc(C)cc2)cc1 (centres undefined)
16) COc1ccc(C(C)(O)c2nc(-c3ccc(OC)c(OC)c3)cs2)cc1 (centres undefined)
17) COc1ccc(OC)c(-c2cc(C(=O)Nc3cc(C)on3)no2)c1
18) COC(=O)c1c(-c2ccccc2)c(-c2ccccc2)nn(C)c1=O

Assay by compound	13	14	15	16	17	18
ABCB6 inh 2	107	102	103	100	113	92
N-glyco inh	1	2	1	-1	-1	1
PDI inh	1	-6	4	0	-15	-4
aDG glyco up	0.1	0.1	-0.3	-0.4	-0.1	0.0
MC4R antagonist	1	11	14	-6	-14	1
Vif imaging	.	8	-4	.	63*	1
CaV13 FRET inh	-5	-11	-7	-4	-3	-5
HTR2A ag	12	3	-9	-3	-10	0
H9c2 protect	1	2	-4	-3	-9	-1
MC4R barr agon	-2.1	1.2	-4.4	1.3	17*	1.9

19) CC(=O)Nc1c(-c2ccc(F)cc2)nc2ccccn12
20) CC(C)C12CN3CC(C(C)C)(CN(C1)C3c1ccccc1)C2O (centres undefined)
21) CC1=C(C(=O)N(C(C)C)C(C)C)CC(CC(=O)NC2CCCCC2)C(=O)N1CCCN1CCCC1=O (centres undefined)
22) CCOC(=O)C1CCN(c2ncnc3c2c(-c2ccccc2)cn3-c2ccc(C)cc2)CC1
23) O=C(Nc1ccc(S(=O)(=O)N2CCOCC2)cc1)C1COc2ccccc2O1 (centres undefined)
24) Cc1ccc([C@@H]2CC(=O)[C@@H]3CN(S(=O)(=O)c4ccccc4C)[C@H](c4ccc(Cl)cc4)C[C@@H]3N2S(=O)(=O)c2ccc(C)cc2)cc1

Assay by compound	19	20	21	22	23	24
ABCB6 inh 2	96	101	98	95	90	97
N-glyco inh	1	2	1	-1	-1	-16
PDI inh	12	-6	.	-2	2	-23
aDG glyco up	0.0	0.7	0.0	0.8	-0.1	1.8
MC4R antagonist	-3	-7	.	13	-3	-5
Vif imaging	13	6	9	-2	-3	-40
CaV13 FRET inh	-5	.	-3	-4	-4	-4
HTR2A ag	0	2	3	1	-4	10
H9c2 protect	1	2	4	-8	0	-27
MC4R barr agon	0.9	2.9	.	-3.2	-1.4	-0.4

25) Fc1ccccc1CSc1ncnc2c1ncn2C1CCCO1 (centres undefined)
26) COc1ccccc1C(=O)NCCC(=O)N1CC(C)OC(C)C1 (centres undefined)
27) O=C(CN1C(=O)C2CC=CCC2C1=O)N1CCN(c2ccc([N+](=O)[O-])cc2)CC1 (centres undefined)
28) Cc1ccc(Cl)cc1NC(=O)Cn1nc(-c2cccs2)ccc1=O
29) COc1cc(CO)ccc1OCc1ccc(Cl)nc1
30) O=C(NCc1ccccc1)/C(=C\c1ccc(F)cc1)NC(=O)c1ccco1

Assay by compound	25	26	27	28	29	30
ABCB6 inh 2	95	100	99	90	98	100
N-glyco inh	-12	2	0	-2	-1	0
PDI inh	0	2	-1	-3	4	1
aDG glyco up	0.3	-0.2	-0.1	0.1	-0.1	-0.3
MC4R antagonist	-6	1	31*	13	16	9
Vif imaging	-11	-3	-2	-15	0	.
CaV13 FRET inh	-6	-6	-15	-3	-19	-16
HTR2A ag	3	-7	5	3	-2	6
H9c2 protect	-3	2	-3	-1	3	-5
MC4R barr agon	-0.1	-2.7	0.9	0.9	0.3	0.0

One compound at a time, as listed above. Order of values: ABCB6 inh 2	N-glyco inh	PDI inh	aDG glyco up	MC4R antagonist	Vif imaging	CaV13 FRET inh	HTR2A ag	H9c2 protect	MC4R barr agon
COc1ccccc1C(=O)NCCC(=O)N1CC(C)OC(C)C1 (centres undefined) is entered as 100	2	2	-0.2	1	-3	-6	-7	2	-2.7
Cc1ccc(Cl)cc1NC(=O)Cn1nc(-c2cccs2)ccc1=O is entered as 90	-2	-3	0.1	13	-15	-3	3	-1	0.9
COc1cc(CO)ccc1OCc1ccc(Cl)nc1 is entered as 98	-1	4	-0.1	16	0	-19	-2	3	0.3

Carrying on.
31) CCc1nn(CC(=O)NC(C)CCc2ccccc2)c(=O)c2cc3cc(F)ccc3n12 (centres undefined)
32) Cc1ccnc(NS(=O)(=O)c2ccc(NC(=O)c3c(-c4ccccc4Cl)noc3C)cc2)n1
33) CCCCn1nnnc1C(c1cc2ccccc2o1)N(C)Cc1ccccc1 (centres undefined)
34) COc1ccccc1N/C(N)=N/c1nc(CSc2ccc(C)cc2)cc(=O)[nH]1
35) COc1ccc(-c2cc(CNC(=O)CN3CCN(C)CC3)on2)cc1
36) Cn1c(=O)c2c(ncn2CC(=O)N2CCCc3ccccc32)n(C)c1=O

Assay by compound	31	32	33	34	35	36
ABCB6 inh 2	96	100	97	94	100	86
N-glyco inh	1	4	.	-3	-2	1
PDI inh	-7	0	.	-7	1	-11
aDG glyco up	-0.4	-0.1	-0.1	1.4	-0.2	-0.1
MC4R antagonist	4	10	.	10	-1	0
Vif imaging	-4	3	.	-17	3	14
CaV13 FRET inh	-3	-6	-6	-3	.	-5
HTR2A ag	6	-2	-3	-1	-2	-1
H9c2 protect	4	0	.	-21	-2	0
MC4R barr agon	-2.6	0.5	.	-0.3	-0.2	-1.3

37) CCCCOc1ccc(C2(C)NC(=O)NC2=O)cc1 (centres undefined)
38) COC(=O)c1ccccc1NC(=O)c1cc2nc(C3CC3)cc(C(F)(F)F)n2n1
39) Cc1cc(NC(=O)CCN2CC(C)OC(C)C2)ccc1Br (centres undefined)
40) Cc1nc2ccccc2c2c1C(=O)N(C)C2=O
41) O=C(CN(Cc1cccs1)C(=O)CNS(=O)(=O)c1ccc(Cl)cc1)NCC1CCCO1 (centres undefined)
42) Cc1ccc(-n2c(N)c(C(=O)N3CCOCC3)sc2=S)c(C)c1

Assay by compound	37	38	39	40	41	42
ABCB6 inh 2	97	103	94	98	94	97
N-glyco inh	0	-1	2	1	-1	-2
PDI inh	-6	-1	8	-4	6	14
aDG glyco up	0.0	0.2	0.0	0.2	-0.1	-0.1
MC4R antagonist	11	2	-2	-4	-6	1
Vif imaging	32	6	-6	-7	7	-5
CaV13 FRET inh	-3	-4	-2	-9	-7	-5
HTR2A ag	1	-1	-6	0	-1	2
H9c2 protect	11	-1	6	8	-1	4
MC4R barr agon	0.8	-0.9	0.4	0.1	0.6	-0.5

Three compounds already listed, sorted by the number in Vif imaging, smallest number first.
no.	mol	Vif imaging
40	Cc1nc2ccccc2c2c1C(=O)N(C)C2=O	-7
42	Cc1ccc(-n2c(N)c(C(=O)N3CCOCC3)sc2=S)c(C)c1	-5
38	COC(=O)c1ccccc1NC(=O)c1cc2nc(C3CC3)cc(C(F)(F)F)n2n1	6

Remaining list, next part:
43) CCOc1ccc(Cl)cc1S(=O)(=O)N1CCC(C(=O)NCc2cccnc2)CC1
44) CCOc1ccccc1NC(=O)CSc1ccc(-c2sc(C)nc2C)nn1
45) CCOC(=O)C1(CCOC)CCN(C(=O)c2ccccc2-c2cccc(C)c2)CC1
46) NCCNc1ccc([N+](=O)[O-])cc1
47) O=C(COC(=O)c1cccnc1Cl)NCCc1ccccc1
48) COc1ccc2c(c1)C(=NN)c1cc(OC)ccc1-2

Assay by compound	43	44	45	46	47	48
ABCB6 inh 2	96	99	100	95	101	100
N-glyco inh	2	-5	-4	0	4	-1
PDI inh	-2	15	-11	0	-7	6
aDG glyco up	0.7	0.6	0.0	0.0	-0.3	-0.3
MC4R antagonist	5	13	-3	4	-2	-9
Vif imaging	-7	-7	-11	-2	1	-2
CaV13 FRET inh	-4	-7	14	-17	-4	-11
HTR2A ag	-1	4	-1	4	3	-2
H9c2 protect	-2	-1	3	0	-2	-5
MC4R barr agon	-1.7	-0.7	-1.5	0.2	-0.9	-1.5

49) CCn1nnnc1SCC(=O)NCc1ccc2c(c1)OCO2
50) O=C(CCCCCN1C(=O)CCC1=O)Nc1ccc2c(c1)OCO2
51) O=S(=O)(NC1CCCCCCC1)c1ccccc1F
52) Cc1onc(-c2c(Cl)cccc2Cl)c1C(=O)OCC(=O)c1ccccc1
53) CCN(CC)c1ccc(N2C(=O)/C(=C\c3cccnc3)SC2=S)cc1
54) Fc1cc(F)c(F)c(SCCc2ccncc2)c1F

Assay by compound	49	50	51	52	53	54
ABCB6 inh 2	126	90	96	95	95	97
N-glyco inh	1	1	-3	-2	0	0
PDI inh	4	0	0	7	13	1
aDG glyco up	-0.2	-0.2	0.0	0.4	-0.1	0.4
MC4R antagonist	1	3	9	15	10	4
Vif imaging	-9	16	9	-6	8	8
CaV13 FRET inh	-5	-5	-7	-20	.	-3
HTR2A ag	4	6	2	-3	-2	2
H9c2 protect	4	18	-8	-2	-4	0
MC4R barr agon	1.4	-1.9	0.5	3.6	-0.9	0.3

Bioassay records as filed in PubChem BioAssay.
